MsrA inh: bovine MsrA enzyme inhibitors, primary screen, biochemical, absorbance, HTS; inhibition, % at 15.5 µM; Methionine sulfoxide reductase A (Bos taurus); AID 651718, 2012; purified bovine MsrA, absorbance read-out; 0.75% of 360,000 active; in the data active means inhibition above about 4.5%;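 further: 0% = vehicle wells with enzyme and 100% = reference inhibitor wells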
PABP1 MLLE inh: inhibitors of PABP1 MLLE–PAM2 peptide binding, primary screen, biochemical, fluorescence polarization, FITC-PAM2, GST-MLLE | inhibition, % at 20 µM | 0.36% of 360,000 active | AID 588489, 2011; in the data active means inhibition above about 35%, passing the limit was not always enough;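 further: plate controls were DMSO wells with GST-MLLE for no effect and wells lacking GST-MLLE protein for full effect; some results filed as inactive read as strong as hits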
FAS-TE inh: FAS thioesterase domain inhibitors, primary screen, biochemical, fluorescence intensity, uHTS. recombinant FAS-TE, OMFH fluorogenic substrate, fluorescence endpoint. 0.67% of 360,000 active. Fatty acid synthase (Homo sapiens), P49327. inhibition, % at 15 µM. AID 602261, 2012;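 active means compounds whose normalised, plate-corrected inhibition of enzyme fluorescence in the single-dose primary screen is 50% or more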;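 further: 0% = DMSO with enzyme and 100% = substrate without enzyme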
SKN-1 inh: suppressors of acrylamide-induced Pgst-4::GFP reporter in worms, primary screen, SKN-1 inhibitor project, whole organism, uHTS, GFP/RFP fluorescence ratio, strain VP596; 0.49% of 360,000 active; C. elegans VP596 Pgst-4::GFP/RFP ratio, 24 h; inhibition, % at 21.8 µM;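 active means interference check ratio from 0.5 to 1.5 plus GFP to RFP signal ratio inhibition reaching or exceeding a fixed threshold, cut at about 30% in these data, passing the limit was not always enough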; further: some compounds called inactive have numbers as strong as hits
TbMetRS inhib: T. brucei MetRS inhibitors, primary screen, biochemical, luminescence; methionyl-tRNA synthetase (Trypanosoma brucei brucei); purified T. brucei MetRS, ATP depletion, Kinase-Glo luminescence; inhibition, % at 11.9 µM; 0.4% of 360,000 active; AID 624268, 2012;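 active means inhibition above a per-plate cutoff of the control wells' mean inhibition plus 3 SD, cut at about 5.5% in these data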;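 further: 0% = DMSO wells median and 100% = median of wells with control inhibitor compound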
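Measured by: Kinase-Glo luciferase luminescence reporting remaining unconsumed ATP. Material: purified T. brucei MetRS enzyme. Doses: 11.9 µM compound single dose, 0.9% DMSO. Medium: HEPES buffer containing pyrophosphatase, BSA, spermine, DTT. Times: 15 min preincubation, 2 h reaction, all 25 °C. Reagent: methionine, ATP and bulk E. coli tRNA.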
E coli Lon inh: inhibitors of E. coli Lon protease, primary screen, biochemical, fluorescence polarization. P0A9M0. purified E. coli Lon protease. inhibition, % at 7.94 µM. 0.42% of 360,000 active. AID 602123, 2011; in the data active means inhibition above about 13%, passing the limit was not always enough;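 further: 0% = enzyme with probe and DMSO and 100% = no enzyme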
Target sequence (P0A9M0 whole entry, looked up): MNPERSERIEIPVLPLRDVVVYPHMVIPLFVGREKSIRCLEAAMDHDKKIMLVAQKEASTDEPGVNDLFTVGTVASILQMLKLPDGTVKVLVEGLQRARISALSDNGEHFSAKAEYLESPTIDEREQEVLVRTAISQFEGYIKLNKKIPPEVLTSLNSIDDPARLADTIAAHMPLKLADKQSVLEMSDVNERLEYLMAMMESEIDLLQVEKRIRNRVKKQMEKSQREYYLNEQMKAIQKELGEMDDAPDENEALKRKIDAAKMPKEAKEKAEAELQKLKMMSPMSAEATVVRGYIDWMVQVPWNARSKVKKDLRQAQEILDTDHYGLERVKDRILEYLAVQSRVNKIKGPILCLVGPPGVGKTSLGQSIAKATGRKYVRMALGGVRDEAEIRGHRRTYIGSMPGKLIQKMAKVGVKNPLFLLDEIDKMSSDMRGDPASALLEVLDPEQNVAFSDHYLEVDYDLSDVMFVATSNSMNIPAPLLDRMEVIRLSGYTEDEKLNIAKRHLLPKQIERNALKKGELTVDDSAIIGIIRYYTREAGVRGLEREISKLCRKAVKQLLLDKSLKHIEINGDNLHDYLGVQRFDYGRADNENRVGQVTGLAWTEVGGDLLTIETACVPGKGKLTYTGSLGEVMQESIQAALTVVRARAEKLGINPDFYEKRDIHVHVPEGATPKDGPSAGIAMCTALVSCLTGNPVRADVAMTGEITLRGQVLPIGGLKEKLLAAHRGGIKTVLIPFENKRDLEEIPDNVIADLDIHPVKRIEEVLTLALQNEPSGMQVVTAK
MT1-MMP act inh: blockers of MT1-MMP proenzyme processing, primary screen, HT1080 RFP-PRO-GFP cells, GFP/RFP fluorescence. AID 651647, 2012. Matrix metalloproteinase-14 (Homo sapiens), P50281. GFP/RFP ratio fluorescence, overnight; percent of plate control window, DMSO zero. GFP/RFP ratio change, % at 20 µM. 0.061% of 360,000 active;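 active means GFP/RFP ratio change of at least 30% with cell ATP level not reduced by more than half and red fluorescence within 50% of control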; further: strong numbers were not always called active
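Test system: HT1080 cells expressing an RFP-PRO-GFP fluorescent reporter construct / Compound dosing: single-point 20 µM compound, 1% DMSO / Schedule: cells overnight before dosing, compound overnight, 37 °C, 5% CO2 / Evaluation: GFP/RFP fluorescence ratio / Control set: DMSO and RFP-L50D-GFP cell wells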
bovine MsrA act: bovine MsrA enzyme activators, primary screen, biochemical, absorbance, HTS; AID 602163, 2012; purified bovine MsrA, absorbance read-out; 0.3% of 360,000 active; activation, % at 10.6 µM; in the data active means activation above about 7.5%;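 further: 0% = vehicle and 100% = reference activator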
NRP1-CendR mod: modulators of CendR peptide binding to NRP-1, primary screen, biochemical, fluorescence polarization, uHTS | inhibition, % at 25 µM | FAM-RPARPAR peptide binding to NRP-1 | 0.85% of 360,000 active | Neuropilin-1 (Homo sapiens), O14786;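 active means inhibition or corrected inhibition above about 18%, plus a signal ratio from 0.5 to 1.5, limit read from the data, passing the limit was not always enough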; further: strong numbers were not always called active
Active calls of the source: *; / = no result given.

Molecule	MsrA inh	PABP1 MLLE inh	FAS-TE inh	SKN-1 inh	TbMetRS inhib	E coli Lon inh	MT1-MMP act inh	bovine MsrA act	NRP1-CendR mod
Cc1nc(-c2ccc(C(=O)NCCO)cc2)cs1	-0.1	-5	-3	-13	-1.0	12	5	-3	-10
O=C(Oc1ccccc1/C=C\C(=O)c1cc2ccccc2o1)c1ccccc1	1.3	-5	20	-2	0.6	-8	-5	-2	-8
Cc1ccc(C(=O)NCCOc2ccc(Cl)cc2)cc1	-0.4	5	9	18	-0.3	-7	3	-2	-4
COc1ccccc1NC(=O)c1ccccc1NS(=O)(=O)N1CCCC1	1.1	6	-2	6	-0.9	-7	0	-1	10
CC1(C(=O)NS(=O)(=O)c2ccccc2)CCN1C(=O)Cc1ccccc1Cl (stereo not given)	-0.1	2	-4	10	-0.1	-10	-1	-1	-1
CS(=O)(=O)c1ccc2nc(NC(=O)CC3CCCC3)sc2c1	-0.7	0	4	8	-0.3	5	-3	1	-3
COc1ccccc1CN1C(=O)C(C)ON=C1c1ccccc1F (stereo not given)	-0.8	-5	3	-1	-0.6	3	6	1	-6
Cc1cccc(C(=O)OC(C)C(=O)NC(=O)NC2CCCCC2)c1O (stereo not given)	/	-10	17	9	0.3	-9	-4	-1	0
Cc1cccc(-n2c(-c3ccoc3C)n[nH]c2=S)c1	1.7	-15	-9	2	-0.4	6	-1	0	1
COc1cc(NC(=O)C2=C(N3CCOCC3)/C(=C\c3ccc(N(C)C)cc3)CCC2)cc(OC)c1OC	-0.1	-83	16	-2	-1.4	-80	/	-14	-12
COc1cc2ccccc2cc1C(=O)Nc1cccnc1	0.3	4	-3	-16	-0.6	-7	4	-11	10
O=C(Cn1ccsc1=NC(=O)c1ccco1)c1ccccc1	3.3	-9	-8	5	-0.1	8	8	-3	-3
COc1ccc2oc3ccccc3c(=O)c2c1	-0.2	0	-6	7	0.4	-12	-1	-5	1
O=Cc1nc(-c2ccc(Cl)cc2)n2ccccc12	2.7	29	-5	6	1.1	-10	-3	-5	-4
N#Cc1cc(Oc2cccc3cccnc23)c(-n2nnc3ccccc32)cc1C#N	1.3	12	34	87	0.6	13	-59	-5	13
COc1cc2c(cc1OC)C(c1ccccc1)NC(C)(C)C2 (stereo not given)	-0.4	1	-4	2	-1.0	-3	-3	-3	9
Cc1ccsc1/C=N/Nc1ncnc2nc[nH]c12	4.3	4	-7	-1	-0.2	-10	4	-5	-6
S=C(Nc1ccccn1)NC1CCCC1	-1.8	-31	-2	-7	-0.7	0	3	0	1
Cc1nc(-c2ccc(O)c(O)c2)cs1	-0.4	15	-7	-3	-0.7	0	5	-5	-10
Cc1[nH]nc(SCC(=O)N2CCOCC2)c1[N+](=O)[O-]	0.5	-7	-6	-1	-0.7	-1	0	-8	-4
O=C(CSCC(=O)NN=Cc1ccccc1O)NN=Cc1ccccc1O	0.5	-3	1	5	0.6	3	7	-2	-11
COc1ccc(C(=O)C2CCN(C(=O)c3ccc(C)cc3)CC2)cc1	0.9	5	-6	-30	-0.9	-7	11	-7	-3
CC(=O)Nc1ccc(NC(=O)c2c(C)nn(Cc3ccccc3)c2Cl)cc1	-0.9	-5	0	9	-0.2	1	1	-3	10
Cc1ccc(-n2nc3c(=O)n(CCCC(=O)NCC(C)c4ccccc4)nc(C)c3c2C)cc1 (stereo not given)	0.2	1	1	19	0.6	-6	6	-3	-1

Part of the list above, as labelled records.
S=C(Nc1ccccn1)NC1CCCC1
  MsrA inh: -1.8; PABP1 MLLE inh: -31; FAS-TE inh: -2; SKN-1 inh: -7; TbMetRS inhib: -0.7; E coli Lon inh: 0; MT1-MMP act inh: 3; bovine MsrA act: 0; NRP1-CendR mod: 1

Cc1nc(-c2ccc(O)c(O)c2)cs1
  MsrA inh: -0.4; PABP1 MLLE inh: 15; FAS-TE inh: -7; SKN-1 inh: -3; TbMetRS inhib: -0.7; E coli Lon inh: 0; MT1-MMP act inh: 5; bovine MsrA act: -5; NRP1-CendR mod: -10

COc1cc2c(cc1OC)C(c1ccccc1)NC(C)(C)C2 (stereo not given)
  MsrA inh: -0.4; PABP1 MLLE inh: 1; FAS-TE inh: -4; SKN-1 inh: 2; TbMetRS inhib: -1.0; E coli Lon inh: -3; MT1-MMP act inh: -3; bovine MsrA act: -3; NRP1-CendR mod: 9

COc1ccc(C(=O)C2CCN(C(=O)c3ccc(C)cc3)CC2)cc1
  MsrA inh: 0.9; PABP1 MLLE inh: 5; FAS-TE inh: -6; SKN-1 inh: -30; TbMetRS inhib: -0.9; E coli Lon inh: -7; MT1-MMP act inh: 11; bovine MsrA act: -7; NRP1-CendR mod: -3

(cont.)
Molecule	MsrA inh	PABP1 MLLE inh	FAS-TE inh	SKN-1 inh	TbMetRS inhib	E coli Lon inh	MT1-MMP act inh	bovine MsrA act	NRP1-CendR mod
COc1ccc(N2CC(C(=O)Nc3ccc(S(=O)(=O)N4CCOCC4)cc3)CC2=O)cc1 (stereo not given)	-0.5	-115	-6	-8	0.7	-10	0	-2	17
CCN(CC)CCNC(=O)C(=O)NCC1OCCN1S(=O)(=O)c1ccc2c(c1)OCCO2 (stereo not given)	-0.8	-2	-6	2	-0.1	2	-1	-3	12
Cc1cc(C)cc(N(CC(=O)NCc2cccnc2)S(C)(=O)=O)c1	1.1	5	-8	7	-0.2	-5	4	0	8
CC1CCCC(C)N1C(=O)COC(=O)CCC1CCCC1 (stereo not given)	2.5	-8	-3	-3	-0.3	-2	-2	-2	12
Cc1cc(C(=O)CSc2nnc(-c3ccccc3)o2)c(C)n1CC1COc2ccccc2O1 (stereo not given)	0.4	-66	26	20	-0.5	-1	-5	0	-1
NS(=O)(=O)c1ccc(NS(=O)(=O)c2cccs2)cc1	1.0	-7	-9	7	-1.1	-1	0	-5	-2
CN1CCC(=NNC(=O)CN(c2cccc(Br)c2)S(C)(=O)=O)CC1	0.6	-3	-10	5	0.0	-4	4	-1	7
COc1ccc(CNC(=O)c2cccc(NC3=NC4CS(=O)(=O)CC4S3)c2)cc1 (stereo not given)	0.8	-104	-7	-5	0.1	-9	-1	-1	-10
O=S(=O)(c1cccc(-c2nnc(SCc3nc4ccccc4s3)o2)c1)N1CCOCC1	-1.3	-70	17	26	-0.1	-15	-17	-1	-16
COc1ccc(C(=O)NNC(=O)CCC(=O)Nc2ccc(C)cc2C)cc1	0.7	20	-4	-4	-0.2	2	0	-3	2
CCOc1ccc(Cc2nc(C)c(CC(=O)N3CCOCC3)c(=O)[nH]2)cc1	0.0	-2	-7	-10	-0.3	-2	3	-1	1
C=CCN(C(=O)C1CC(=O)N(C2CCCC2)C1)c1nc(-c2ccc(S(C)(=O)=O)cc2)cs1 (stereo not given)	0.5	-31	5	10	-0.3	-2	-10	-2	-10

(continued)
Sequence of screens: MsrA inh, PABP1 MLLE inh, FAS-TE inh, SKN-1 inh, TbMetRS inhib, E coli Lon inh, MT1-MMP act inh, bovine MsrA act, NRP1-CendR mod
Cn1c(-c2ccc(F)cc2)cnc1NCc1cccc(F)c1
→ -0.3, -4, -2, 31, -0.8, -3, 6, 1, 10
CC1(C)CC(=O)C=C(Nc2ccccc2O)C1
→ 1.3, -3, -8, 6, -0.1, -2, 7, 3, 16
COc1ccc2[nH]c(=O)c(CN(CCO)C(=O)NCc3ccccc3)cc2c1
→ 1.2, 6, -8, -2, -1.1, 5, 8, -10, 2
O=c1cc(Cn2nnc(-c3ccc(Cl)cc3)n2)nc2sccn12
→ 2.4, 0, 6, 4, -0.5, -15, 2, -2, 8
CCN(CC)c1ccc(C=C2C(=O)OC(C)(C(C)(C)C)OC2=O)cc1 (stereo not given)
→ 3.5, -137, -6, 31, -0.8, -13, 0, -9, -168
O=C1C2C3C=CC(CC3)C2C(=O)N1c1ccc(F)cc1 (stereo not given)
→ -0.3, -14, -2, 5, 0.5, -9, -1, -3, 1
O=C(CSc1nnc(-c2cccc(S(=O)(=O)N3CCCC3)c2)n1-c1ccccc1)Nc1ccc(C(=O)O)cc1
→ -0.5, 15, 0, 6, -0.8, 13, 1, -3, -6
Cc1cc(C)cc(NC(=O)C2CCCN2S(=O)(=O)c2cccc3cccnc23)c1 (stereo not given)
→ -0.3, 2, 6, 5, -0.3, -6, 0, -2, -19
O=C(Nc1ccc(F)cc1)C1CC2CCC1C2 (stereo not given)
→ 0.1, 3, -2, 4, 0.0, -4, 0, 2, 3
O=C(CSc1nc2ccccc2o1)N/N=C/c1ccccc1
→ 0.5, 18, -2, 0, 0.7, -2, 3, -2, 5
O=C(O)CCCCCCCCc1cn(CCc2c[nH]c3ccccc23)nn1
→ 0.0, -6, 0, 2, 0.0, -8, 4, 0, -1
CC(Sc1nc2ncc(Cl)cc2[nH]1)C(=O)Nc1ccccc1[N+](=O)[O-] (stereo not given)
→ -0.8, -50, -12, -10, -0.2, 1, -1, -7, -8
N#CCNC1CC(=O)N(c2ccccc2)C1=O (stereo not given)
→ 1.1, -4, -7, 9, -0.9, -6, -5, -8, 5
Cc1ccc(/C=N/N2CCN(c3ccncc3S(=O)(=O)N3CCCCC3)CC2)cc1
→ 1.9, 12, 24, 23, -0.9, 2, -1, -2, 3
COC(=O)[C@]1(Cc2ccccc2)N[C@H](CN(C)C(=O)Nc2ccc(Cl)cc2)[C@@H]2C(=O)N(C)C(=O)[C@@H]21
→ -0.3, 0, -7, 2, -1.8, -12, 2, -8, -12
CCCNC(=S)N1CCC(C(=O)c2ccc(OC)cc2)CC1
→ 1.4, -132, 2, -18, -0.3, 0, 4, 0, -1
Cc1nn(-c2ccccc2)c(C)c1NC(=O)COC(=O)/C=C/c1ccccc1
→ 0.2, 1, -4, 5, -0.8, 6, /, -12, -3
O=C(c1ccco1)N1CCN(C(=S)Nc2ccc(F)cc2)CC1
→ 1.6, -21, -5, 9, -0.4, 8, 2, -3, 2
Fc1ccc(COc2ccccc2C(=S)N2CCCC2)cc1
→ 0.1, 30, 16, 3, -0.5, -6, -1, -5, 3

This is a random part of the collection. Share with any hit: about 4%.
